Bim-Bfl-1: inhibitors of Bim-Bfl-1 interaction, human. Bead-based flow cytometry, Bim-Bfl-1 binding inhibition. inhibition, % at 10 µM. 190,000 compounds, 0.12% hits. AID 1008;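 also: 0% = wells without compound plus tracer and 100% = blocker peptide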
Bim-Bcl-2: human Bim-Bcl-2 interaction inhibition | Bead-based flow cytometry, Bim peptide-Bcl-2 binding | inhibition, % at 10 µM | P10415 | 190,000 compounds, 0.06% hits; in the data active = inhibition above about 40%; inconclusive = no clear call, values can overlap the other calls;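 also: 0% = no compound wells with probe peptide and 100% = reference peptide inhibitor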
Target sequence (P10415 whole entry, looked up): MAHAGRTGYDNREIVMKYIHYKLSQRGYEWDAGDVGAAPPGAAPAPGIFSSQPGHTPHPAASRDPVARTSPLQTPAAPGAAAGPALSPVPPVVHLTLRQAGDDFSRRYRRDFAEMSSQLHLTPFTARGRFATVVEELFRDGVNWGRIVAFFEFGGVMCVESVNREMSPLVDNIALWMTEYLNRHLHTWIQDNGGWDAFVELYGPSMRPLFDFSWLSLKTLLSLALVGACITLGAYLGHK
Bim-Bcl-W: inhibitors of Bim-Bcl-W interaction, human. 190,000 compounds, 0.02% hits. bead-based flow cytometry, Bim peptide-Bcl-W binding. inhibition, % at 10 µM;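 also: 0% = bound tracer without compound and 100% = peptide blocker; higher means less fluorescent Bim peptide bound to Bcl-W beads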
Target sequence (Q92843 whole entry, looked up): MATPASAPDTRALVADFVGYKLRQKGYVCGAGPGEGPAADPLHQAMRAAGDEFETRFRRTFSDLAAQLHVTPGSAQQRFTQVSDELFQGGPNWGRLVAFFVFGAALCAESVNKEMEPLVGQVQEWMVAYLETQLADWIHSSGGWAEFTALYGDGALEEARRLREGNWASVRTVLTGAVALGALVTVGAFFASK
RGS4-Gao reg: human RGS4-Galphao interaction regulation; P09471; Multiplexed bead flow cytometry, RGS4-Galphao binding; actives lie on both sides; binding response (% of control), % at 10 µM; 220,000 compounds, 0.33% hits; in the data active = binding response below about 49% or above about 150%; inactive = in between;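 also: fluorescent Galphao activated with aluminum fluoride binding bead-coupled RGS4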
Mcl-1 Bim block: human Bim-Mcl-1 interaction inhibition. Bead-based flow cytometry, Bim peptide-Mcl-1 binding. Q07820. inhibition, % at 10 µM. 190,000 compounds, 0.1% hits. AID 1009;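 also: 0% = no compound tracer wells and 100% = peptide blocker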
Target sequence (Q07820 whole entry, looked up): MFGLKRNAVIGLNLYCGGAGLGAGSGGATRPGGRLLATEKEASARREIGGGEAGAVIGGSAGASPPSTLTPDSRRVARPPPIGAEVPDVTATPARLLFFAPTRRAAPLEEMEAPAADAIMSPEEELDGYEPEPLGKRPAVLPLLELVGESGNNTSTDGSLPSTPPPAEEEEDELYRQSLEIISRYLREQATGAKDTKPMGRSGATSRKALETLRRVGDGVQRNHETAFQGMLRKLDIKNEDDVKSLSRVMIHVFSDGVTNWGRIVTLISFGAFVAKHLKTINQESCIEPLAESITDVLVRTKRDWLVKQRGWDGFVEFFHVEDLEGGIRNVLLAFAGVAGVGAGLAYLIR
RGS7-Gao reg: regulators of human RGS7-Galphao interaction | P09471 | Multiplexed bead flow cytometry, RGS7-Galphao binding; actives lie on both sides | binding response (% of control), % at 10 µM | 220,000 compounds, 0.35% hits | AID 1439; in the data active = binding response below about 49% or above about 150%; inconclusive = no clear call, values can overlap the other calls; inactive = in between;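 also: fluorescent Galphao held in activated GDP-AlF4 state binding bead-coupled RGS7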
GSH fluor: compound fluoresces at 488/530 nm on GSH beads; GSH beads flow cytometry, compound fluorescence 488/530 nm; active compounds read high; fluorescence (KMESF) at 10 µM; 190,000 compounds, 0.25% hits; AID 1776; in the data active = fluorescence above about 89;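 also: glutathione beads carrying GST-tagged Bcl family fusion proteins plus one bare bead set; values are compound well signal with DMSO vehicle wells as background; inactives centre near 16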
Bim-Bcl-XL: disrupts Bim peptide binding to human Bcl-XL; 190,000 compounds, 0.04% hits; bead flow cytometry, fluorescence; inhibition, % at 10 µM
Mcl1 Bid PPI: disrupts binding of human Mcl-1 to Bid peptide | TR-FRET Mcl-1/Bid-Dy647 peptide binding, 1536-well | inhibition, % at 21.7 µM | AID 1021 | 220,000 compounds, 0.97% hits;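 active = compounds that cut the binding signal by more than half at the single screening dose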;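 also: His-tagged Mcl-1 with europium anti-His antibody binding Bid BH3 peptide; 0% = Mcl-1 plus peptide wells and 100% = peptide-only wells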
RGS8-Gao: human RGS8-Galphao interaction regulation; P09471; multiplexed bead flow cytometry, RGS8-Galphao binding; actives lie on both sides; response (percent of control binding), % at 10 µM; 220,000 compounds, 0.34% hits; in the data active = response below about 60% or above about 140%; inactive = in between;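 also: Galphao activated as the GDP aluminium fluoride complex binding bead-coupled RGS8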
Bim-Bcl-B: inhibitors of Bim-Bcl-B interaction, human; 190,000 compounds, 0.073% hits; Q9HD36; AID 951; bead-based flow cytometry, Bim peptide-Bcl-B binding; inhibition, % at 10 µM;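 also: 0% = tracer peptide without compound and 100% = reference inhibitor peptide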
Target sequence (Q9HD36 whole entry, looked up): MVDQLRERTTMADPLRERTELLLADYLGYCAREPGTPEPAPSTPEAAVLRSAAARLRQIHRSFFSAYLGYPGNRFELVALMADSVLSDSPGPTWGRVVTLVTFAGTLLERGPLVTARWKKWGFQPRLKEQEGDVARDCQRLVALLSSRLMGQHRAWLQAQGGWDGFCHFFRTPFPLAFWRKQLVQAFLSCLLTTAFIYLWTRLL
Numbers without * were called inactive; ? = inconclusive. Rule as the data show it, unless noted: active = inhibition above about 40%.

SMILES	Bim-Bfl-1	Bim-Bcl-2	Bim-Bcl-W	RGS4-Gao reg	Mcl-1 Bim block	RGS7-Gao reg	GSH fluor	Bim-Bcl-XL	Mcl1 Bid PPI	RGS8-Gao	Bim-Bcl-B
O=C1CC(c2ccc(F)cc2)CC(O)=C1C=NCCN1CCN(C(=O)Nc2ccccc2)CC1 (configuration not stated)	-4	-4	4	101	2	101	8	0	-28	99	-2
O=c1[nH]c2ccc(NC(=S)Nc3ccc(Cl)cc3Cl)cc2[nH]1	-6	-5	2	104	0	106	4	-4	-17	101	-10
CN(C)C(=O)COc1ccc2cc(-c3ccccc3)c(=O)oc2c1	-6	-6	-2	103	-1	103	42	-3	6	102	-3
O=C(N=Nc1c(O)[nH]c2ccc(Br)cc12)c1ccccc1-n1cccc1	-7	-8	2	103	-24	118	37	4	-119	98	-20
Cc1nc(SCC(=O)N2CCOCC2)c2ccsc2n1	-10	-3	2	104	0	102	58	-14	-23	100	-6
COc1cc(/C=C/c2cc(OC(C)=O)c3ccccc3n2)c(OC(C)=O)c([N+](=O)[O-])c1	-14	-6	4	102	0	103	28	-5	-7	103	-5
CC(=O)c1c(C)oc2ccc(NS(=O)(=O)c3cccs3)cc12	5	1	7	82	0	76	13	2	-37	69	0
O=C(c1ccc2c(c1)OCCO2)N(c1ccccn1)C1CCCCC1	0	1	-6	90	-2	93	5	0	6	85	0
CC[C@H](C)C(C(=O)N1CCN(C(=O)OC(C)(C)C)CC1)n1cc(C(Cc2ccc(O)cc2)NC(=O)OC(C)(C)C)nn1 (some centres not stated)	-3	0	0	97	0	103	20	0	-8	101	-1
Cc1ccc2[nH]c3c(c2c1)CN(C(=O)CN1CCN(c2ccccc2F)CC1)CC3	-11	0	3	73	-1	96	24	-2	-59	88	-2
S=C(Nc1ccccc1)c1nc2ccccc2s1	-11	-5	-2	116	-3	123	9	-4	9	123	-7
O=C(CSc1ccc(-c2ccc(F)cc2)nn1)NCCc1ccccc1	0	-2	-1	100	-1	95	24	-1	0	102	-1
COc1cccc(N2CC(C(=O)NC3CCCCC3)CC2=O)c1 (configuration not stated)	-4	-5	-3	104	1	107	25	-4	-5	102	-4
Cc1ccc(CCSc2ccc(C(C)C)cc2)cn1	-12	-2	-6	101	-10	101	17	-12	-4	99	-19
COc1ccccc1C(=O)COC(=O)CNS(=O)(=O)c1ccc(C)cc1	-8	-3	-1	101	-1	?	14	0	-17	103	-6
Cc1nn(-c2ccc(Cl)c(Cl)c2)c(=O)c2ccccc12	-2	0	-5	95	-2	95	25	-3	-21	100	-4
CC(NC(=O)c1cccnc1)C(=O)N1CCCCC1 (configuration not stated)	0	3	0	106	-4	95	13	-1	-30	101	0
COc1cc(OC)nc(Oc2ccccc2C(=O)Oc2ccc(Cl)cc2)n1	-14	-6	0	101	-8	100	26	-3	3	101	-12
CCC(C)c1ccc(NC(=O)C2CC2)cc1 (configuration not stated)	-15	-12	-1	102	-3	99	32	-3	-8	100	-10
COc1ccc(S(=O)(=O)Nc2nc3n(n2)C(c2ccc(Cl)cc2)CC(=O)N3)cc1 (configuration not stated)	9	2	5	97	0	95	55	1	-18	87	7
Cc1ccc(S(=O)(=O)N2CCN(C(=O)CSc3ncc(C(F)(F)F)cc3Cl)CC2)cc1	-14	-14	0	99	-3	100	28	1	-8	104	-7
O=C1CNC(=O)/C1=C\N1CCCCC1	-9	-2	0	99	0	96	44	-1	-7	100	-3
O=C(Cn1c(C(=O)NCCCN2CCOCC2)cc2sccc21)c1ccccc1	-2	-1	-1	104	0	101	14	-1	-5	101	-3
CCc1nc(-c2ccccc2O)n(-c2ccccc2)n1	0	1	-1	101	-2	100	11	0	-15	100	1
CC(=O)c1cc2c(cc1NS(=O)(=O)c1ccc(C)cc1)OCO2	0	0	0	127	-1	116	10	1	-35	115	4

Reprinted at random: 2 entries already listed, in no set order.
SMILES	Bim-Bfl-1	Bim-Bcl-2	Bim-Bcl-W	RGS4-Gao reg	Mcl-1 Bim block	RGS7-Gao reg	GSH fluor	Bim-Bcl-XL	Mcl1 Bid PPI	RGS8-Gao	Bim-Bcl-B
COc1ccccc1C(=O)COC(=O)CNS(=O)(=O)c1ccc(C)cc1	-8	-3	-1	101	-1	?	14	0	-17	103	-6
S=C(Nc1ccccc1)c1nc2ccccc2s1	-11	-5	-2	116	-3	123	9	-4	9	123	-7

Next section.
SMILES	Bim-Bfl-1	Bim-Bcl-2	Bim-Bcl-W	RGS4-Gao reg	Mcl-1 Bim block	RGS7-Gao reg	GSH fluor	Bim-Bcl-XL	Mcl1 Bid PPI	RGS8-Gao	Bim-Bcl-B
Cc1ccc(NC(=O)CN2C(=O)S/C(=C\c3cccn3-c3cccc(C(=O)O)c3)C2=O)c(C)c1	16	12	0	103	4	101	20	7	45	100	8
O=C(Nc1ccc(-c2nc3cc(Cl)ccc3o2)cc1)C1CCCO1 (configuration not stated)	-7	-1	-4	96	-2	100	20	-9	0	102	-7
O=C(NC1CCCC1)c1ccc(S(=O)(=O)N2CCOCC2)cc1	-2	-4	-3	98	1	99	16	0	-17	92	0
CCOc1ccc(Br)cc1C(=O)Nc1ccc(C(=O)NCC(C)C)cc1	0	0	0	103	-2	103	24	0	12	95	-5
Cc1nnc(NC2=NCCC2)o1	-10	-8	-7	105	-8	129	20	-12	0	100	-9
O=c1oc2ccccc2c2nccnc12	-2	-2	0	103	4	100	12	3	-20	90	2
Cc1ccc(NC(=O)CNCc2ccccc2)c(Br)c1	-2	0	2	100	1	98	13	0	-3	101	0
COC(=O)N1CC(C)N(C(=O)OC)CC1C (configuration not stated)	-4	-1	0	101	0	100	39	-4	-6	99	-4
Cc1[nH]n(-c2ncc(-c3ccc(Cl)cc3)s2)c(=O)c1C(c1ccc(Cl)cc1)C(C#N)C#N (configuration not stated)	-12	-2	-2	101	1	91	11	-4	51*	89	0
Cc1ccc2cc(CCNC(=O)c3cccs3)c(=O)[nH]c2c1C	0	1	-1	112	-2	109	14	-4	7	107	-4
Fc1ccccc1C(c1nnnn1Cc1ccc2c(c1)OCO2)N1CCN(Cc2ccco2)CC1 (configuration not stated)	-9	-7	1	94	-2	90	11	-5	-7	95	-6
CCN(CC)C(=O)CSc1nnnn1-c1ccc(F)c(Cl)c1	-4	0	0	102	1	108	12	0	-16	104	-1
COc1cc(/C=N/N2CCN(C3c4ccccc4-c4ccccc43)CC2)cc(OC)c1OC	-13	-11	-5	104	-11	100	19	-8	-62	103	-6
COc1ccc(-n2c(SCC(=O)Nc3ccccc3)nc3c(c2=O)SCC3)cc1	-8	-5	-3	102	-1	105	14	-4	-20	101	-7
COc1cccc(Nc2nc(=O)[nH]nc2C)c1	-3	-6	-1	99	0	98	26	-1	-20	99	-4
CC1=C(C(=O)N2CCCC(C(=O)c3cccc(C(F)(F)F)c3)C2)OCCO1 (configuration not stated)	-4	-2	0	103	-3	100	16	0	-20	100	-3
Cc1ccc(S(=O)(=O)N2CCCC(c3nc(-c4ccc(C)o4)no3)C2)cc1 (configuration not stated)	-3	-2	0	95	-4	92	23	1	-9	97	-4
COCC(C)NC(=O)COc1nncc2ccccc12 (configuration not stated)	-8	-2	0	100	0	94	11	-3	11	98	0
COCCNC(=O)C(c1cccs1)N(C(=O)Cn1nnc2ccccc21)c1cccc(C(C)=O)c1 (configuration not stated)	-12	-6	0	98	-6	97	24	-4	-27	102	-8
c1cncc(CNc2ccc3c(c2)OCO3)c1	20	5	14	98	0	98	20	3	-52	95	-5
COc1ccc(-n2cc(CNCCCn3ccnc3)c(-c3ccccc3Cl)n2)cc1	1	-4	0	98	0	103	16	-2	5	101	-2
COc1cccc(NC(=S)NCCN2CCOCC2)c1	-12	-3	-4	100	-1	102	13	-4	-22	101	-9
CCOC(=O)Cc1cnc(NC(=O)Cn2nnc(-c3ccc(OCC)cc3)n2)s1	-18	-9	-2	98	-3	98	27	-9	-13	98	-10
O=C(CSc1nc(-c2ccco2)cc(C(F)(F)F)n1)Nc1ccc(C(=O)N2CCCCC2)cc1	-8	-4	-1	104	2	107	21	-1	-3	104	-3
O=S1(=O)CCC(S(=O)(=O)N2CCCCCC2)C1 (configuration not stated)	-21	-6	-6	101	-6	99	18	-11	-11	101	-7

Additional entries follow:
SMILES	Bim-Bfl-1	Bim-Bcl-2	Bim-Bcl-W	RGS4-Gao reg	Mcl-1 Bim block	RGS7-Gao reg	GSH fluor	Bim-Bcl-XL	Mcl1 Bid PPI	RGS8-Gao	Bim-Bcl-B
Cc1nn(-c2ccc(F)cc2)c(Cl)c1/C=C/C(=O)N1CCNC(=O)C1	-6	-2	0	98	-1	96	12	-1	-14	98	-3
O=C(CSc1ccc2nnc(-c3ccncc3)n2n1)Nc1ccc2c(c1)OCO2	-6	-11	1	101	-2	106	19	-8	-28	100	-10
CC(=O)C1(C)OC(N)=C(C#N)C(c2ccccc2)C1(C#N)C#N (configuration not stated)	-16	-6	-3	99	-3	100	5	-7	-31	100	-10
CC1(C)CN(c2ccc(C(=O)c3ccccc3)cc2)C1=O	-3	-4	0	99	-1	?	15	-3	-22	99	-3
Fc1ccc(-c2csc3[n+]2CCS3)cc1	0	2	-1	105	2	105	15	-2	-10	103	-1
Cc1ccc(SCc2cc(=O)[nH]c(N3CCN(Cc4ccc5c(c4)OCO5)CC3)n2)cc1	-12	-9	0	97	-3	97	24	-3	16	98	-10
Cc1ccc(NS(=O)(=O)c2cc(C(=O)N3CCOCC3)ccc2C)cc1C	-2	-1	-2	100	-1	104	21	-4	1	104	-3
COc1ccc2c(c1)[n+](=O)c(C(C)=O)c(C)n2[O-]	-1	0	0	115	-1	105	12	-1	-32	104	0
Cc1c(NC(=O)OCCSc2nc(N(C)C)nc(N(C)C)n2)sc(=S)n1C	2	0	0	100	1	102	12	-2	-34	98	-1
C=CCOC(=O)C1=C[C@H](c2coc3ccccc3c2=O)[C@@H](CCCO)[C@H](OCC)O1	-6	-4	-1	97	0	99	17	-2	-3	94	-5
COC(=O)c1sccc1-c1ccc(C(=O)Nc2cccnc2)o1	0	0	2	100	3	97	48	3	-7	100	1
CCCCCc1nnc(NS(C)(=O)=O)s1	9	1	-1	101	-3	102	8	-1	-26	103	0
COC(=O)C(NC(=O)COc1ccccc1)(Nc1nc2c(s1)CCCC2)C(F)(F)F (configuration not stated)	-29	-29	-36	98	-36	103	52	-29	-20	103	-44
CN(C)/C=C1\C=C(c2ccccc2)OC1=O	0	0	0	91	-2	95	17	0	-35	94	-2
O=C(O)C/C(=C\c1ccc(Cl)cc1)c1nc2ccccc2o1	-2	1	2	102	3	102	14	0	0	99	-1
CC(C)c1ccc(CNc2c([N+](=O)[O-])c(=O)oc3ccccc23)cc1	0	0	0	102	-2	99	76	0	8	102	0
COc1cc2cc(CN(Cc3cccs3)C(=S)Nc3ccccc3)c(=O)[nH]c2cc1OC	0	-1	-1	96	0	98	12	-5	-58	98	-1
CCOC(=O)c1c(C)c(C(=O)N2CCN(c3ccccc3)CC2)c(C)n1C	-3	0	-2	101	0	104	15	-2	-25	106	1
CCOc1oc(-c2ccc(OC)cc2)nc1C(F)(F)F	-15	-12	-1	96	-4	96	34	-5	-38	98	-11

Single values from above.
Cc1ccc(NS(=O)(=O)c2cc(C(=O)N3CCOCC3)ccc2C)cc1C – Mcl-1 Bim block = -1
Fc1ccc(-c2csc3[n+]2CCS3)cc1 – Mcl-1 Bim block = 2
O=C(O)C/C(=C\c1ccc(Cl)cc1)c1nc2ccccc2o1 – RGS7-Gao reg = 102
COC(=O)c1sccc1-c1ccc(C(=O)Nc2cccnc2)o1 – Bim-Bcl-2 = 0

Assay outcomes: PubChem BioAssay, several laboratories
